From PubChem BioAssay
KCC2 mod = modulates chloride dependent transport by human KCC2; Q9H2X9; KCC2 cells, thallium flux FluoZin-2 fluorescence; B-score of Tl+ flux slope (higher = more flux/activation; lower = inhibition) at 10 µM; hit rate 2.2% among 190,000; AID 1456;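 active = thallium flux slope and its plate-corrected score both differing from the plate sample mean at a set confidence after two filtering rounds, in either direction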;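 also: slope of fluorescence scaled to starting intensity during 10 to 20 s after thallium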
p97 ATPase inh = blocks human p97 ATPase activity; inhibition, % at 8 µM; P55072; AID 1481; recombinant p97 ATPase, Kinase-Glo ATP luminescence, 3 h; hit rate 0.42% among 220,000; in the data active = inhibition above about 15%;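 also: 0% = DMSO vehicle and 100% = wells lacking enzyme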
Thrombin inh = thrombin (human) inhibition | hit rate 0.26% among 220,000 | P00734 | inhibition, % at 5 µM | alpha-thrombin, Boc-VPR-AMC fluorogenic substrate cleavage;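 active = inhibition at or above 40%; inactive = inhibition below 40%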;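 also: 0% = enzyme with no compound and 100% = wells without enzyme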
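System – human alpha-thrombin · Medium – pH 7.5 Tris (50 mM) with NaCl 150 mM, Tween 20 0.05% · Compound – single-point dosing at 5 µM, 0.2% DMSO · Incubation – enzyme reaction carried out at room temperature · Technique – fluorescence of released AMC, ex 355 nm, em 460 nm · Read-out basis – % inhibition of thrombin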
FXIa inh 1536 = inhibitors of human coagulation factor XIa; P03951; purified FXIa, Boc-Glu-Ala-Arg-AMC fluorogenic substrate; inhibition, % at 5 µM; hit rate 0.14% among 220,000; AID 798;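 active = inhibition of at least 40%; inactive = inhibition below 40%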;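 also: fluorescence of freed AMC excited at 355 nm; 0% = enzyme without compound and 100% = no enzyme blank; many of its hits are not listed in these tables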
Target sequence (P03951 19-387 limits assumed): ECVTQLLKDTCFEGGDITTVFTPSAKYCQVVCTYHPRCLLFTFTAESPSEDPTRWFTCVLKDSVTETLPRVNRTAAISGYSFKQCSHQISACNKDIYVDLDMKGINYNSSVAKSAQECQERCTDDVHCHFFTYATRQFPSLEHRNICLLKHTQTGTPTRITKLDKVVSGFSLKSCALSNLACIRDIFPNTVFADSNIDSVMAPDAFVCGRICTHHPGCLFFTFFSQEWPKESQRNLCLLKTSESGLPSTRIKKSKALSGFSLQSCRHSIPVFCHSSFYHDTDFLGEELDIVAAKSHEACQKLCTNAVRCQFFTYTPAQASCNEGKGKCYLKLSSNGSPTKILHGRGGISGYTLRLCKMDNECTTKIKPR
Target sequence (P03951 388-625 limits assumed): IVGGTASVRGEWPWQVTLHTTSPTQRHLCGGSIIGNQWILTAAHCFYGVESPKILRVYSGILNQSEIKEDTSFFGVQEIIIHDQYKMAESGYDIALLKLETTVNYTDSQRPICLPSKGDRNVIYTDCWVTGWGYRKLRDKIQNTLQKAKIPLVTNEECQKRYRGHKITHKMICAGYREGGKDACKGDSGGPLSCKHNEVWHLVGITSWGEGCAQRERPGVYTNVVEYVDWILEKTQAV
PERK inh = human PERK inhibition, primary cell-based screen; CHO PERK-DD fusion, SEAP luminescence translation reporter; inhibition, % at 5.6 µM; AID 1416; hit rate 0.17% among 220,000;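 active = inhibition above the mean inhibition of all tested compounds plus 3 SD, set separately per screening campaign, cut at about 2.9% in these data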;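 also: PERK kinase domain activated by AP20187 dimerizer at 100 nM; 0% = DMSO with dimerizer and 100% = rapamycin at 8.4 µM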
hK5 inh = blocks human kallikrein 5 protease activity | inhibition, % at 5 µM | recombinant hK5, fluorogenic AMC substrate cleavage | Q9Y337 | hit rate 0.59% among 210,000;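 active = inhibition of 40% or more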;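 also: 0% = enzyme controls without compound and 100% = no-enzyme blanks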
Target sequence (Q9Y337 67-293 limits assumed): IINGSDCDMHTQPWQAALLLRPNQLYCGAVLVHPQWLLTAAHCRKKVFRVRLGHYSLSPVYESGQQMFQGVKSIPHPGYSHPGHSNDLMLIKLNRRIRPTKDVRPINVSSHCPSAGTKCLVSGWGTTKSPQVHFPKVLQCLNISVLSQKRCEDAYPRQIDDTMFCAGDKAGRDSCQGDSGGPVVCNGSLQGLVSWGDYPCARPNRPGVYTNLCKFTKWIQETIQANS
Wee1 stabilizer = blocks degradation of human Wee1 kinase; P30291; HeLa Luc-Wee1K328M stability, luciferase luminescence; 100% = proteasome inhibitor MG132 effect; reporter increase, % at 5 µM; hit rate 1.2% among 220,000; AID 1321;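 active = activation above the mean of all tested compounds plus 3 SD, set per screening run, cut at about 8.8% in these data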;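 also: cells exposed to compound for 20 h before luminescence read; 0% = DMSO alone and 100% = MG132 at 30 µM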
Furin inh = inhibitors of human furin | purified furin, fluorogenic substrate cleavage | inhibition, % at 30 µM | hit rate 0.061% among 220,000 | AID 463115; in the data active = inhibition above about 25%; also: inactives centre near -15
FXIIa inh = factor XIIa (human) inhibition; purified FXIIa, Boc-QGR-AMC fluorogenic substrate, 2 h; inhibition, % at 5 µM; hit rate 0.3% among 220,000; AID 800; in the data active = inhibition above about 40%;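 also: 0% = enzyme with no compound and 100% = blank without enzyme; many of its hits are not listed in these tables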
* hit, by the source's call; i = inactive; . = no result given; [ ] = another dose, or the depositor's remark.

(1) O=C(Nc1nccs1)c1cn(-c2ccccc2)nc1-c1ccncc1
(2) O=C(NCC(c1cccnc1)N1CCN(c2ccccc2)CC1)OCc1ccccc1 (stereo unspecified)
(3) O=C(O)c1sccc1SCc1ccc(Cl)c(Cl)c1
(4) C=C1c2ccccc2NC(=S)N1Cc1ccc2c(c1)OCO2
(5) O=C(/C=C/c1ccc(F)cc1)c1cc(Br)ccc1O
(6) Cn1c(=O)c(Oc2ccc(F)cc2)c(O)c2ccccc21
(7) O=C(C1CCOCC1)N1CCC(CO)(CCc2ccccc2)CC1
(8) CC(C)COCC1CC2(CC(C)(c3csc(N)n3)OC2=O)C(=O)O1 (stereo unspecified)

assay / entry,1,2,3,4,5,6,7,8
KCC2 mod,0.027,.,.,9.9*,.,1.1,.,.
p97 ATPase inh,4,-2,1,-1,3,6,1,1
Thrombin inh,0,2,4,-2,3,-4,-1,0
FXIa inh 1536,-2,5,7,5,2,6,0,-32
PERK inh,0.5,-0.7,1.4,0.1,0.0,1.9,-0.9,2.0
hK5 inh,-5,1,-9,18,2,-11,2,3
Wee1 stabilizer,5,-1,1,9,4,-2,-3,1
Furin inh,-24,-20[20 µM],-7[20 µM],-7,-14,-16,-6,-26
FXIIa inh,5,17,16,12,9,18,10,16

(9) CC(C)(C)C1CCC(OC(=O)c2cncc(Br)c2)CC1 (stereo unspecified)
(10) COC(=O)c1sc(S(=O)(=O)N2CCN(CCO)CC2)c(C(=O)OC)c1C
(11) CCOC(=O)CSc1nnc(CSc2nc3ccccc3s2)n1C
(12) COc1ccc(S(=O)(=O)Nc2cc(Cl)ccc2OC)cc1
(13) COc1ccccc1-[n+]1c(C)cc(/C=C2\Sc3ccccc3N2C)cc1C
(14) CN1CCN(c2ccc(C(=O)c3cn(-c4ccc(F)c(Cl)c4)nn3)cc2)CC1
(15) CN(C)S(=O)(=O)Nc1ccc(NS(=O)(=O)N(C)C)c(S(=O)(=O)c2ccccc2)c1
(16) COc1ccc(-c2noc(COc3ccc(C)c(C)c3)n2)cc1OC

assay / entry,9,10,11,12,13,14,15,16
KCC2 mod,0.97,1.2,-2,-0.38,i,0.65,.,.
p97 ATPase inh,0,3,-2,3,5,-4,0,-7
Thrombin inh,0,-4,-3,-2,-2,-2,2,-1
FXIa inh 1536,-4,-3,2,0,4,0,10,1
PERK inh,-0.3,-0.3,1.0,1.4,-1.8,-0.4,0.3,0.2
hK5 inh,4,0,1,3,5,6,-9,-15
Wee1 stabilizer,-5,-2,-3,4,3,-2,-1,1
Furin inh,-20,-34,-24,-13,19,-10,-26,-16[20 µM]
FXIIa inh,9,5,9,1,9,11,15,0

(17) Cc1nc(S(=O)(=O)Nc2ccccc2C(=O)NCC2CC2)cn1C
(18) CCC(C(=O)O)N1C(=O)C2CCCCC2C1=O (stereo unspecified)
(19) CCc1ccc(NC(=O)c2c(C(=O)Nc3ccccc3)sc3nc(C)cc(=O)n23)cc1
(20) Cc1[nH]c(=S)c(C#N)c(-c2ccco2)c1C(=O)N(C)C
(21) CS(=O)(=O)c1ccc(C(=O)Nc2cc(S(C)(=O)=O)ccc2Cl)cc1
(22) Cc1csc(N2CCc3ccccc32)n1
(23) O=C(O)c1c(F)c(F)cc2ccccc12
(24) Cc1ccc(S(=O)(=O)Cn2nnnc2CN2CCCC3(CCCCC3)C2)cc1

assay / entry,17,18,19,20,21,22,23,24
KCC2 mod,0.33,.,-0.83,0.36,0.49,-0.027,-0.23,-1.1
p97 ATPase inh,0,-1,2,4,-1,2,4,-12
Thrombin inh,-1,4,-3,2,-11,-2,-4,-3
FXIa inh 1536,0,3,-2,-5,-1,1,2,-4
PERK inh,1.2,1.2,-0.3,0.7,0.7,1.0,1.1,-0.3
hK5 inh,3,2,1,9,6,-9,0,11
Wee1 stabilizer,-3,0,-1,-1,2,3,-2,0
Furin inh,-21,-9,-18,-13,-7,-1[20 µM],-31[20 µM],-25
FXIIa inh,10,14,8,10,0,16,3,13

(25) COc1ccccc1NC(=O)CCC(=O)c1ccc(-c2ccccc2)cc1
(26) O=C(O)CSc1nccn1-c1cccc(Cl)c1
(27) COC(=O)CC1C(=O)NC2CCCCC2N1C(=O)c1ccccc1 (stereo unspecified)
(28) CCn1c(SCC(=O)Nc2nccc(C)n2)nc2ccccc21
(29) CCOC(=O)c1c(C)n(C)c2ccc(OCC(O)CN3C(=O)c4ccccc4S3(=O)=O)cc12 (stereo unspecified)
(30) NC(=O)Cc1ccc(C(=O)c2ccc(Cl)cc2Cl)s1
(31) O=C(NCCc1ccccc1)C1CCN(S(=O)(=O)c2ccc(-c3nn[nH]n3)cc2)CC1
(32) O=c1[nH]c(SCc2cccc(Cl)c2)nc2[nH]ncc12

assay / entry,25,26,27,28,29,30,31,32
KCC2 mod,-0.84,-0.47,1,0.0047,0.2,-0.57,0.57,-1.6
p97 ATPase inh,1,5,-2,5,3,3,3,3
Thrombin inh,0,3,-10,-12,1,-10,2,-1
FXIa inh 1536,8,-2,2,-3,1,-4,0,-4
PERK inh,0.7,1.0,-0.2,-0.5,0.8,0.6,-0.2,-0.6
hK5 inh,-16,-7,-3,-5,-1,-10,-8,-2
Wee1 stabilizer,0,-3,0,1,0,-1,-1,-1
Furin inh,-3,-4[20 µM],-16[20 µM],-14,23[20 µM],-28,-11,-31
FXIIa inh,11,15,2,0,12,4,11,3

3 compounds out of the list above, ordered by the number in PERK inh, ascending:
(10) COC(=O)c1sc(S(=O)(=O)N2CCN(CCO)CC2)c(C(=O)OC)c1C
(31) O=C(NCCc1ccccc1)C1CCN(S(=O)(=O)c2ccc(-c3nn[nH]n3)cc2)CC1
(3) O=C(O)c1sccc1SCc1ccc(Cl)c(Cl)c1

assay / entry,10,31,3
KCC2 mod,1.2,0.57,.
p97 ATPase inh,3,3,1
Thrombin inh,-4,2,4
FXIa inh 1536,-3,0,7
PERK inh,-0.3,-0.2,1.4
hK5 inh,0,-8,-9
Wee1 stabilizer,-2,-1,1
Furin inh,-34,-11,-7[20 µM]
FXIIa inh,5,11,16

Other records
(33) O=C(CCCN1C(=O)c2ccccc2C1=O)N1CCCCC1
(34) NC(N)=Nc1nc(C2COc3ccccc3O2)cs1 (stereo unspecified)
(35) COc1ccc(C(CNC(=O)Cc2c(F)cccc2Cl)N2CCCCC2)cc1 (stereo unspecified)
(36) COCc1cc(=O)n2[nH]c(-c3ccc(C)cc3)cc2n1
(37) Cc1ccc(N=Cc2cc(Cl)cc(Cl)c2O)nc1
(38) S=C1NCCOCCOCCOCCOCCNC(=S)NCCOCCOCCOCCOCCN1
(39) CCc1ccc(NC(=O)CSc2n[nH]c(C)c2[N+](=O)[O-])cc1
(40) CCc1ccc(NC(=O)c2cnc3scc(C)n3c2=O)cc1

assay / entry,33,34,35,36,37,38,39,40
KCC2 mod,-0.84,-0.04,-1.2,0.67,-1.9,.,-0.03,-2.1
p97 ATPase inh,-4,6,-2,0,0,1,6,4
Thrombin inh,-2,-8,0,1,-7,5,0,-7
FXIa inh 1536,1,-4,-4,6,-5,9,8,-7
PERK inh,-0.7,0.4,0.8,-0.1,1.3,-0.4,-0.2,2.9
hK5 inh,-11,-9,-14,7,-16,-4,-23,16
Wee1 stabilizer,1,6,-1,-3,-2,-1,0,-2
Furin inh,-4[20 µM],-12,-23,-8[20 µM],-24,1[20 µM],-4,-13
FXIIa inh,5,0,-6,10,6,17,14,0

Looked up by structure from above (6):
(34) NC(N)=Nc1nc(C2COc3ccccc3O2)cs1 (stereo unspecified)
(33) O=C(CCCN1C(=O)c2ccccc2C1=O)N1CCCCC1
(39) CCc1ccc(NC(=O)CSc2n[nH]c(C)c2[N+](=O)[O-])cc1
(38) S=C1NCCOCCOCCOCCOCCNC(=S)NCCOCCOCCOCCOCCN1
(37) Cc1ccc(N=Cc2cc(Cl)cc(Cl)c2O)nc1
(36) COCc1cc(=O)n2[nH]c(-c3ccc(C)cc3)cc2n1

assay / entry,34,33,39,38,37,36
KCC2 mod,-0.04,-0.84,-0.03,.,-1.9,0.67
p97 ATPase inh,6,-4,6,1,0,0
Thrombin inh,-8,-2,0,5,-7,1
FXIa inh 1536,-4,1,8,9,-5,6
PERK inh,0.4,-0.7,-0.2,-0.4,1.3,-0.1
hK5 inh,-9,-11,-23,-4,-16,7
Wee1 stabilizer,6,1,0,-1,-2,-3
Furin inh,-12,-4[20 µM],-4,1[20 µM],-24,-8[20 µM]
FXIIa inh,0,5,14,17,6,10

Going on with the list:
(41) CCOC(=O)C1CCN(c2c(NC3CCCCCCC3)c(=O)c2=O)CC1
(42) Cc1cc(C)nc(Nc2ccccc2Br)n1
(43) C=CCn1c(SCC(=O)NCc2ccco2)nc2sc(C)c(C)c2c1=O
(44) COc1ccc2oc(C(=O)NC(C)(C)C)c(C)c2c1
(45) O=C(CCCc1nc2ccccc2s1)NC1CCOC1=O (stereo unspecified)
(46) CCOC(=O)c1cc(-c2ccncc2)nc2c1c(C)nn2-c1ccccn1
(47) Nc1ncnc2nc(SCCc3ccccc3)[nH]c12
(48) O=C(Nc1nc2n(n1)C(c1ccc(Cl)cc1)CC(c1ccc(Cl)cc1)N2)c1ccco1 (stereo unspecified)
(49) COc1ccc(-c2nc3ccccc3c(=O)n2CCCN2CCOCC2)cc1
(50) CCC(=O)Nc1nc2c(c(=O)[nH]1)CCCC2
(51) COc1ccccc1NC(=S)NCCc1ccc(S(N)(=O)=O)cc1

assay / entry,41,42,43,44,45,46,47,48,49,50,51
KCC2 mod,-0.28,0.64,.,0.17,0.25,-1.2,-1.9,-2.4,-0.61,0.64,2.3
p97 ATPase inh,2,1,1,3,4,2,6,11,-4,4,2
Thrombin inh,-6,45*,0,-9,-4,5,2,4,3,-4,13
FXIa inh 1536,-8,20,0,0,7,3,9,5,-7,-4,0
PERK inh,0.3,0.9,-0.4,0.3,2.0,-0.3,1.4,2.3,-1.1,1.5,-0.4
hK5 inh,2,59*,-8,-1,9,1,-8,-25,-19,1,-7
Wee1 stabilizer,1,4,-1,8,-4,-2,1,3,-2,1,-1
Furin inh,-23,-17,-18[20 µM],-15,-26,-11,-25,-9,-21[20 µM],-26,-28
FXIIa inh,20,20,9,.,3,8,15,15,2,3,8
